Yeast growth tox: Compounds toxic to wild-type S. cerevisiae growth. A595 turbidity, 16 h. AID 685. growth inhibition, % at 25 µM (by protocol). 30,000 tested, 0.3% active;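 active = mutant and wild-type yeast strains alike exhibit over 30% growth inhibition; inconclusive = a strain exceeds 50% while the second remains under 30%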;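 note: 0% = untreated cell controls and 100% = YPD media blanks without cells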
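Test system: Wild-type and eIF2Bepsilon-R284H mutant S. cerevisiae, screened separately | Dosing: Single 25 µM compound dose in 0.2% DMSO | Schedule: 16 h compound exposure during growth at 30 °C | Detection: A595 turbidity | Evaluation: Growth inhibition (%) versus cell controls and blanks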
Yeast eIF2B: eIF2B (yeast) activity modulation; S. cerevisiae eIF2B-epsilon R284H, GCN4-lacZ luminescence; inhibition, % at 25 µM (by protocol); 27,000 tested, 0.91% active; AID 688;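 active = mutant luminescence inhibited past about 50% while wild type luminescence and mutant growth stay under set limits, limit read from the data; inconclusive = mutant versus wild type luminescence inhibition gap past a set limit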; note: some compounds called inactive have numbers as strong as hits
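Material: yeast eIF2B-epsilon R284H mutant carrying GCN4–beta-galactosidase fusion. Medium: YPD yeast growth medium. Incubation: 16 h growth with compound at 30 °C, 90 min Beta-Glo step. Signal: Beta-Glo luminescence plus absorbance at 595 nm. Evaluation: % inhibition of reporter signal and growth versus controls. Doses: 25 µM single dose.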
Yeast growth tox inhibition %: further read-out of Yeast growth tox, marked with its call; growth inhibition, %; S. cerevisiae eIF2Bepsilon-R284H mutant growth, A595 turbidity, 16 h;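 each compound tested once at 25 µM; 0% equals untreated cells and 100% equals cell-free medium blanks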
Yeast eIF2B mutant toxicity: second read-out of Yeast eIF2B, no call of its own (marks repeat the call); growth inhibition, %; measured here: mutant yeast growth, toxicity;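 each compound tested once at 25 µM; zero equals untreated control growth and 100 equals blank medium absorbance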
An asterisk follows results filed as active; ? = inconclusive; · = no result given.

SMILES	Yeast growth tox	Yeast growth tox inhibition %	Yeast eIF2B	Yeast eIF2B mutant toxicity
CCc1ccc(NC(=O)CS(=O)CC(=O)Nc2ccc(F)cc2F)cc1 (stereo unspecified)	15	14	14	14
CCN(CC)C(=O)CSc1nnc(-c2ccc(S(=O)(=O)NCc3ccccc3Cl)cc2)o1	15	-8	0	-8
O=P(O)(O)c1ccccc1OCCOCCOc1ccccc1P(=O)(O)O	·	·	10	·
CC(NS(=O)(=O)c1ccc(F)cc1)C(=O)NCc1ccncc1 (stereo unspecified)	14	18	-23	18
CC1CN(C(=O)CN2C(=O)NC3(CCCCCC3)C2=O)CC(C)O1 (stereo unspecified)	6	0	-5	·
Cc1ccc(CO/N=C\Cc2snc(Sc3ncc(C(F)(F)F)cc3Cl)c2C#N)cc1	20	-3	13	-3
O=C(Nc1nccs1)c1cn(-c2ccccc2)nc1-c1ccccc1	13	26	·	·
CCOc1ccc(Br)cc1/C(C)=N\NC1=NCCN1	15	-17	-68	·
CC(C)(C)n1ncc2c(=O)n(CC(=O)Nc3ccc4c(c3)OCO4)cnc21	15	7	19	7
Cc1noc(C)c1COc1ccc(C(=O)OC(C)C(=O)Nc2ccc(N3CCOCC3)cc2)cc1 (stereo unspecified)	8	21	23	21
N#Cc1ccccc1NC(=O)c1ccccc1OCC(=O)NCc1ccco1	7	3	45	3
CCN(CC)CCCNc1cc2n(c(=O)n1)CCc1cc(OC)c(OC)cc1-2	13	-11	·	·

Some of the entries above, set out differently.
Each structure is followed by: Yeast growth tox, Yeast growth tox inhibition %, Yeast eIF2B, Yeast eIF2B mutant toxicity
> Cc1ccc(CO/N=C\Cc2snc(Sc3ncc(C(F)(F)F)cc3Cl)c2C#N)cc1
  20, -3, 13, -3
> CCc1ccc(NC(=O)CS(=O)CC(=O)Nc2ccc(F)cc2F)cc1 (stereo unspecified)
  15, 14, 14, 14

(next part)
SMILES	Yeast growth tox	Yeast growth tox inhibition %	Yeast eIF2B	Yeast eIF2B mutant toxicity
COCCSc1nnc(NC(=O)C(C)(C)C)s1	11	-9	4	-9
Cc1ccc(-c2cc(NC(=O)CCl)n(-c3ccccc3)n2)cc1	?	·	31	67
COC(=O)CSc1nc(-c2ccccc2)c2c(c1C#N)CCCC2	17	3	9	3
COc1ccc(CNc2ccc(-c3ccccc3OC)nn2)cc1	-5	-5	-2	-5
O=C(Nc1ccc2c(c1)OCO2)C(c1ccccc1)N1CCC2(CC1)OCCO2 (stereo unspecified)	0	7	23	7
C=CCn1c(SCCOc2ccc(OC)cc2)nnc1C(C)NC(=O)Cc1ccc(OC)cc1 (stereo unspecified)	6	17	·	·
CCOC(=O)Cc1csc(NS(=O)(=O)Cc2ccccc2)n1	5	0	·	·
O=C1C2C3C=CC(C3)C2C(=O)N1CCC(=O)N1CCc2ccccc21 (stereo unspecified)	-1	-14	-16	-14
CCOC(=O)c1cn(CC(=O)Nc2ccc(CC)cc2)nn1	4	-8	-24	-8
CCN(C(=O)c1coc(=O)c(Br)c1)c1ccc2c(c1)OCO2	1	4	14	4
CC(C)(C)OC(=O)N[C@@H](Cc1ccccc1)c1nnc(SCC(=O)O)o1	12	-4	17	-4
CC(C)(C)N=Cc1cc(-c2ccccc2)sc1O	15	8	16	8
Cc1ccc(S(=O)(=O)N2CCN(C(=O)Cc3ccccc3)CC2)cc1	11	0	·	·
CC(C)Sc1nc2ccccc2c(=O)[nH]1	25	21	12	21
COc1cccc(C2CC(c3ccccc3Cl)Nc3nc(N)nn32)c1 (stereo unspecified)	-10	21	-35	21
CC(C)Cc1cc(C(=O)N2N=C(C(F)F)CC2(O)C(F)F)c2ccccc2n1 (stereo unspecified)	-4	-7	26	-7
COC(=O)c1ccc(COc2ccc3c(C)c(C)c(=O)oc3c2)o1	10	14	20	14
COc1cc2cc(C(=O)Nc3ccccc3)c(N)nc2cc1OC	0	5	40	5
CCOC(=O)c1[nH]cnc1C(=O)Nc1ccncc1	10	0	-14	·
CCOC(=O)C1CCCN(C(=O)COC(=O)c2cc(=O)c3ccccc3o2)C1 (stereo unspecified)	·	·	3	·
O=C(CN1CCC(c2nc3ccccc3s2)CC1)NCc1ccccc1	1	21	14	21
CC(C)CN1CN(S(=O)(=O)c2cccs2)c2nc3ccccc3nc21	-24	-15	17	-15
CC(=O)Oc1ccc2ccccc2c1C(NC(=O)C(C)C)c1cccc([N+](=O)[O-])c1 (stereo unspecified)	12	14	29	14
COC(=O)C(Cc1c[nH]c2ccccc12)NC(C)=O (stereo unspecified)	-1	-21	-11	-21
N#CCCn1nnc2ccccc21	1	-10	32	-10
Cc1cccc(N(CC(=O)NC2CCCC2)C(=O)CS(=O)CC(=O)Nc2ccc3c(c2)OCO3)c1C (stereo unspecified)	10	19	33	19
COc1ccc(CCNC(=O)C(=O)NCC2CCCO2)cc1OC (stereo unspecified)	-15	4	24	4
Cc1cc(=O)n2nc(N3CCCC3C(=O)NCCCN3CCCCC3)sc2n1 (stereo unspecified)	2	-7	7	-7
Cc1ccc(S(=O)(=O)NCCCN2CCOCC2)cc1C	·	·	-4	·
O=C(O)C(O)c1ccco1 (stereo unspecified)	-6	5	10	5
CCSc1nnnn1-c1ccccc1	4	14	17	14
O=C(NCc1ccccn1)C1CCN(S(=O)(=O)N2CCCCC2)CC1	?	·	-1	·
Cc1ccc(Cl)cc1N1CCN(S(C)(=O)=O)CC1	6	3	·	·
Cn1c(=O)cc(OCCCC(=O)Nc2ccc3c(c2)OCCO3)c2ccccc21	-44	-35	14	-35
COC(Cn1c(C)c(C(C)=O)c(C(C)=O)c1C)OC	7	-19	16	-19
COc1cc(NC(=O)C23CC4CC(C2)CC(n2nnc(C)n2)(C4)C3)c(OC)cc1Cl	20	19	20	19
CCOC(=O)NC(=O)CN1C(=O)NC(C)(c2ccccc2)C1=O (stereo unspecified)	6	-8	-1	-8
CCOC(=O)c1cc(NC(=O)C2C3CCC(O3)C2C(=O)O)cc(C(=O)OCC)c1 (stereo unspecified)	8	5	10	5
COc1cc2cc(CN(CCO)S(=O)(=O)c3ccccc3)c(=O)[nH]c2cc1OC	11	13	·	·
COC(=O)c1ccc(NC(=O)CN2CCN(c3ccccc3C)CC2)cc1	4	2	-6	2
CCNC(=O)CN(c1ccc(C)cc1)S(=O)(=O)c1ccccc1	8	19	9	19
CC(C)c1ccc(CN2CC(C(=O)O)CC2=O)cc1 (stereo unspecified)	24	8	·	·
COc1nc(C#N)c(N2CCOCC2)o1	6	4	2	4
CCOC(=O)C1=C(N)N(c2ccc(N3CCCCC3)cc2)C(=O)C1	3	9	-17	9
COc1ccccc1NC(=O)CNC(=O)c1ccc(F)cc1	-4	10	-19	10
CC(C)CCn1c(-c2nonc2N)nc2ccccc21	5	-26	-5	-26
Cn1c(SCc2ccc(F)cc2)nnc1-c1cccs1	-2	-14	43	-14
COc1cccc(N(C(=O)Cn2nnc3ccccc32)C(C(=O)NCc2ccco2)c2cccnc2)c1 (stereo unspecified)	19	-3	20	-3
CCN=C1SC(C(=O)Nc2ccc(Cl)c(Cl)c2)CC(=O)N1CC (stereo unspecified)	-28	-14	-13	-14
CC(C)(C)Nc1nc(C(N)=O)nc(N2CCOCC2)n1	·	·	3	·
CCN(CC)S(=O)(=O)c1ccc2c(c1)c(=O)c(C(=O)NCCOC)cn2C	0	14	13	14
CCN1/C(=C\C(C)=O)Sc2ccc(OC)cc21	10	19	·	·
CC1(C(=O)N(CC(=O)NC2CCCC2)C2CCCC2)CC(=O)N=C2C=CC=CN21 (stereo unspecified)	16	16	17	16
OC1C=CSc2nc3ccccc3n21 (stereo unspecified)	4	6	5	6
CCn1c(CNc2ccc(Cl)cc2)nnc1SCC(=O)NCc1ccccc1	-2	-14	2	-14
Cc1ccc(NC(=O)NC(=O)CN2C(=O)NC3(CCCCCCC3)C2=O)c(C)c1	-9	-3	6	-3
CSc1nc2nc(C)cc(-c3ccccc3)n2n1	19	15	7	15
Cc1ccc(C2=[N+]([O-])C3(CCCCC3=O)N(O)C2(C)C)cc1 (stereo unspecified)	0	6	7	6
CC(C)(C)NC(=O)CSc1nc2ccc(NC(=O)CSc3nnnn3Cc3ccccc3)cc2s1	14	10	·	·
N#Cc1c(SCC(=O)OCc2ccccc2)nsc1SCC(=O)OCc1ccccc1	11	13	14	13
Carrying on:
SMILES	Yeast growth tox	Yeast growth tox inhibition %	Yeast eIF2B	Yeast eIF2B mutant toxicity
CNc1nnc(-c2ccc(N(C)C)cc2)s1	-22	-5	38	-5
CCC(c1nnnn1CCc1ccccc1)N(Cc1ccco1)Cc1cc2c(C)ccc(C)c2[nH]c1=O (stereo unspecified)	-5	-27	27	-27
CCCCc1nnc(NC(=O)CSc2nc(C)cc(=O)[nH]2)s1	15	20	10	20
Cc1cc(NC(=O)CSc2n[nH]c(-c3cccs3)n2)no1	20	13	·	·
CC(=O)NCCc1csc(-c2ccccc2)n1	24	-4	9	-4
CCCCCn1c(Sc2nc3ccccc3s2)nc2c1c(=O)[nH]c(=O)n2C	-12	0	20	·
CCCCc1cc(=O)oc2c(CN(CC)CC)c(O)c(Cl)cc12	9	11	·	·
CCOC(=O)c1cc2c(ccn2-c2ccc(F)cc2)n1CC(=O)N1CCN(C(=O)c2ccco2)CC1	-19	-4	20	-4
CN1CCC(N(C)CC(=O)Nc2cccc(Oc3ccccc3)c2)CC1	17	14	24	14
Cc1cc(C(=O)COc2ncnc3sccc23)c(C)n1C	3	0	9	·
COC(=O)c1cc(O)c(OCc2ccccc2)c(O)c1	-11	14	70*	·
O=S(=O)(c1ccc(Cl)cc1)N1CCC(n2cnc3cc(C(F)(F)F)ccc32)CC1	-2	-43	-17	-43

Complete entries as entered above:
Profile of `O=C(CN1CCC(c2nc3ccccc3s2)CC1)NCc1ccccc1` : Yeast growth tox = 1; Yeast growth tox inhibition % = 21; Yeast eIF2B = 14; Yeast eIF2B mutant toxicity = 21
Profile of `Cc1ccc(CO/N=C\Cc2snc(Sc3ncc(C(F)(F)F)cc3Cl)c2C#N)cc1` : Yeast growth tox = 20; Yeast growth tox inhibition % = -3; Yeast eIF2B = 13; Yeast eIF2B mutant toxicity = -3

(next part)
SMILES	Yeast growth tox	Yeast growth tox inhibition %	Yeast eIF2B	Yeast eIF2B mutant toxicity
Cc1ccc(C)c(NC(=S)N2CCC(N(C)CC3CCCO3)CC2)c1 (stereo unspecified)	31	14	15	14
COc1ccc(-n2nnnc2-c2ccccc2)cc1	20	11	17	11
O=C(Nc1nccs1)c1ccc(S(=O)(=O)c2ccccc2)cc1	-28	10	39	10
Cc1ccc(CSc2nc3ccccc3c(=O)n2Cc2ccco2)cc1	-8	-9	8	-9
O=C(Cc1ccc(-n2c(=S)[nH]c3ccccc3c2=O)cc1)N1CCC(N2CCCCC2)CC1	16	1	-11	1
c1ccc(Nc2ccccc2Nc2ccccn2)nc1	-4	10	11	10
COc1ccc(C(=O)CSc2cc(C)nc3nc(C)nn23)cc1OC	12	-44	-35	-44
CCCCC[n+]1ccn(-c2nc3ccccc3nc2[N-]S(=O)(=O)c2ccc(C)cc2)c1	-10	-24	11	-24
CCC(C(=O)NC1CCCC1)N(Cc1cccs1)C(=O)Cn1nnc(-c2ccc(OC)c(OC)c2)n1 (stereo unspecified)	-60	0	7	·
CCC(C)NC(=O)CSc1nc2ccsc2c(=O)n1NC(=O)c1ccccc1 (stereo unspecified)	-1	9	·	·
Oc1ccccc1Nc1ncnc2c1oc1ccccc12	-16	-12	16	-12
CC(C)Oc1ccc(S(=O)(=O)N(C(C)C)C(C)C)cn1	5	4	-7	4
c1ccc(Cc2nn3c(-c4ccncc4)nnc3s2)cc1	11	-2	20	-2
CCOC(=O)C1=C(c2ccccc2)N=C2SCC(=O)N2C1c1ccc(OC)c(OC)c1 (stereo unspecified)	6	11	13	11
O=C(NCc1ccccc1)c1ccc(/C=N/O)nc1	5	3	5	3
COc1ccc(CCNC(=O)CCS(=O)(=O)c2cccc3nsnc23)cc1OC	11	22	12	22
Cc1ccc2c(c1)N(CCC(=O)NCC1CCCO1)C(=O)CO2 (stereo unspecified)	11	11	18	11
CCCOC(=O)c1cc(-c2ccc(/C=C3/C(=O)N(C)C(=O)C(C#N)=C3C)o2)ccc1Cl	17	16	·	·
Cc1cc(N2CCOCC2)cc(C)[n+]1[O-]	·	·	-26	·
CCN(CCCNC(=O)c1ccc(N2CCCC2=O)cc1)c1cccc(C)c1	-1	12	-4	12
COC(=O)Cc1n[nH]c(=O)c2ccccc12	8	18	3	18

Compounds above containing a COOH group:
SMILES	Yeast growth tox	Yeast growth tox inhibition %	Yeast eIF2B	Yeast eIF2B mutant toxicity
CC(C)(C)OC(=O)N[C@@H](Cc1ccccc1)c1nnc(SCC(=O)O)o1	12	-4	17	-4
O=C(O)C(O)c1ccco1 (stereo unspecified)	-6	5	10	5
CCOC(=O)c1cc(NC(=O)C2C3CCC(O3)C2C(=O)O)cc(C(=O)OCC)c1 (stereo unspecified)	8	5	10	5
CC(C)c1ccc(CN2CC(C(=O)O)CC2=O)cc1 (stereo unspecified)	24	8	·	·

Some of the compounds tested (hit frequency here may not be typical).
